# PglD inh – PglD (C. jejuni) enzyme inhibition; 360,000 tested, 0.098% active; AID 602405; purified PglD enzyme, DTNB colorimetric CoA detection; inhibition, % at 12.5 µM; in the data active = inhibition above about 16%, passing the limit was not always enough; also: strong numbers were not always called active
# Statin myotox sup – protects C2C12 myotubes from simvastatin toxicity. ATP luminescence, 48 h; scaled: DMSO 0, geranylgeraniol control 100. rescue of ATP level, % at 7.49 µM. 330,000 tested, 0.78% active. AID 602340;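 active = mean ATP rescue above about 67%, or every replicate alone reaching that limit, limit read from the data, passing the limit was not always enough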;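 also: myotubes were challenged with 10 µM simvastatin during compound exposure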
# Active calls of the source: *.
1: CC(NC(=O)c1ccccc1F)C(=O)O (stereo unspecified)
2: CCNC(=O)c1c(O)c2ccccc2[nH]c1=O
3: Cc1cc(C)c2cc(CN(CCO)Cc3nnnn3Cc3ccccc3)c(=O)[nH]c2c1
4: CCOc1ccc(NC(=O)CSc2nnc(Cn3cnc4ccccc43)n2C)cc1
5: CCn1c(=O)n(Cc2ccco2)c(=N)c2c3c(sc21)COC(C)(C)C3
6: Cc1ccc(C(=O)N(NC2=NS(=O)(=O)c3ccccc32)S(=O)(=O)c2ccc(C)cc2)cc1
assay / entry	1	2	3	4	5	6
PglD inh	-2	0	-3	-2	-2	-3
Statin myotox sup	-10	7	-13	34	9	-10

7: O=S(=O)(c1cccs1)N1CCN(C/C=C/c2ccccc2)CC1
8: CCCC(=O)Nc1nc(C(=O)OCC)cs1
9: CC(C)NC(=O)CCCc1ccccc1
10: COc1cc(C=O)ccc1Oc1nnnn1-c1ccc(C(N)=O)cc1
11: C=CCn1c(SCC(=O)N2CCN(C(=O)c3ccco3)CC2)nc2sc(CC)cc2c1=O
12: COc1ccc2c(=O)cc(C(F)(F)C(F)(F)F)oc2c1
assay / entry	7	8	9	10	11	12
PglD inh	4	2	-4	-3	0	6
Statin myotox sup	-26	3	-5	13	4	-1

13: Cc1cc(=O)oc(C)c1C(=O)OCC(=O)c1ccc2ccccc2c1
14: CCCCNc1nnc(SCC(=O)N2CCN(S(=O)(=O)c3ccc4ccccc4c3)CC2)s1
15: CCc1cccc(CC)c1NC(=O)CN1CCc2cc(OC)c(OC)cc2C1
16: COc1ccc(NC(=O)c2cc3n(n2)C(C(F)(F)F)CC(c2ccc(OC)cc2)N3)cc1 (stereo unspecified)
17: Cc1ccc(C(=O)c2ccc([N+](=O)[O-])cc2)cc1
18: COc1ccc(-n2c(=O)cc(N3CCOCC3)[nH]c2=O)cc1
assay / entry	13	14	15	16	17	18
PglD inh	-1	1	4	1	4	1
Statin myotox sup	-5	6	4	-28	-3	-10

19: Cc1ccccc1C1C(C#N)=C2N=C(N)c3c(sc4c3CCCCC4)N2C2=C1C(=O)CC(C)(C)C2 (stereo unspecified)
20: COc1ccc(C(=O)OCC(=O)NCc2ccccc2)c(OC)c1OC
21: Cc1ccc(S(=O)(=O)/N=C(/Nc2ccccn2)c2ccc(Cl)cc2)cc1
22: CCN1C(=O)C(O)(CC(=O)c2ccc(-n3cccc3)cc2)c2ccccc21 (stereo unspecified)
23: CCOC(=O)N1CCN(c2cc3[nH]c(=S)[nH]c3cc2F)CC1
24: O=C(COc1ccc2c(c1)C(=O)CC1(CCCCC1)O2)NCc1ccccn1
assay / entry	19	20	21	22	23	24
PglD inh	-4	-4	-10	2	5	3
Statin myotox sup	-10	7	7	-6	5	20

25: O=C(CSc1nnc(-c2cccs2)n1Cc1ccccc1)N1CCc2ccccc2C1
26: CCC(C)NC(=O)c1cnn2c(C)c3c(nc12)CCCC3 (stereo unspecified)
27: O=C1CC(c2ccco2)CC(O)=C1C=Nc1cc(Cl)ccc1O (stereo unspecified)
28: CC(C)n1c(-c2cccnc2)nc2cnccc21
29: Cc1nc(C)c(C(=O)C2=C(O)C(=O)N(CCN3CCOCC3)C2c2cccs2)s1 (stereo unspecified)
30: Cc1cc2ncn(C(=O)c3c(-c4ccccc4Cl)noc3C)c2cc1C
assay / entry	25	26	27	28	29	30
PglD inh	6	15	6	4	0	5
Statin myotox sup	1	-8	17	-15	24	-29

31: Cc1cc(C(=O)NCC(=O)OCC(=O)N2CCCCCC2)ccc1[N+](=O)[O-]
32: CC1CCCCC1NC(=O)CSc1nnc(COc2ccccc2Cl)o1 (stereo unspecified)
33: COc1ccc(CN(Cc2ccc(OC)cc2)S(=O)(=O)c2ccc(-n3cnnn3)c(C)c2)cc1
34: O=C(COC(=O)c1cc(S(=O)(=O)NCc2ccccc2)ccc1O)NCc1ccccc1
35: O=C(Nc1ccccc1)Nc1ccccc1C(=O)NCc1ccco1
36: CCOc1ccc(N(CC(=O)Nc2ccccc2C(=O)NCc2ccco2)S(C)(=O)=O)cc1
assay / entry	31	32	33	34	35	36
PglD inh	-1	0	4	-1	-5	-2
Statin myotox sup	0	11	-5	24	21	4

37: CC(C)N1CCC(N2CCN(C/C=C/c3ccccc3)CC2CCO)CC1 (stereo unspecified)
38: COc1ccc(C(=O)Nc2ccccc2C(=O)N(Cc2ccco2)C(C(N)=O)C(C)C)cc1 (stereo unspecified)
39: CCOc1ccc(N2C(=O)CSC23CCCCC3)cc1
40: CC(=O)N1C=CN(C(C)=O)C(c2cn(C)c3ccccc23)C1c1cn(C)c2ccccc12 (stereo unspecified)
41: Cc1cc(C(=O)COC(=O)c2cccs2)c(C)n1-c1c(C)n(C)n(-c2ccccc2)c1=O
42: COc1cc(NC(=O)CN2c3ccccc3CC2C)cc(OC)c1OC (stereo unspecified)
assay / entry	37	38	39	40	41	42
PglD inh	3	4	0	1	-2	1
Statin myotox sup	-7	-44	96*	115*	-6	10

43: Cc1cc(-c2ccccc2)c(C#N)c(SCC(N)=O)n1
44: COc1ccc(CN2C(=O)CCC2(C)C(=O)NCc2cccnc2)c(OC)c1 (stereo unspecified)
45: C/C(N)=C(/C#N)C(=O)COC(=O)CC12CC3CC(CC(C3)C1)C2
46: Cc1ccc(-c2csc(NC(=S)NC(=O)/C=C/c3ccco3)n2)cc1
47: O=C(O)Cn1c(SCCOc2ccccc2)nc2ccccc21
48: O=c1cc(Cn2nnc(-c3ccc(Cl)cc3)n2)nc2sccn12
assay / entry	43	44	45	46	47	48
PglD inh	-2	-7	3	-2	1	-3
Statin myotox sup	1	92*	-24	-42	33	7

49: COc1cccc(NC(=O)CN(C)S(=O)(=O)c2ccc(C)cc2)c1
50: Cc1cc(C)n2nc3nc(N4CCCC4)nc(-c4ccccc4)c3c2n1
51: CCc1nn(-c2ccccc2)c(N)c1-c1ccc(OC)c(OC)c1
52: c1ccc2c(Nc3nnc(-c4ccncc4)s3)cccc2c1
53: O=C(NCc1ccco1)c1ccc(COCC(F)(F)F)cc1
54: CCC(=O)Nc1cc(C(F)(F)F)ccc1N1CCOCC1
assay / entry	49	50	51	52	53	54
PglD inh	0	5	-1	5	-1	-4
Statin myotox sup	-8	7	-4	-13	6	-7

55: O=C(Nc1cccc(O)c1)N1CCOCC1
56: Cc1ccc(-c2noc(CCCC(=O)N3CCOCC3)n2)cc1
57: O=C1OCCN1C(=O)[C@H]1[C@H](c2ccc(Cl)cc2)C(c2cccc(Cl)c2)=NN1c1ccccc1
58: O=C(COC(=O)CSCC(=O)N1CCCCC1)NCc1ccc(F)cc1
59: O=C(O)CCCCCn1c(SCC(=O)N2CCCC2)nc2ccsc2c1=O
60: c1ccc(C(c2nnnn2C2CCCC2)N2CCCCCC2)nc1 (stereo unspecified)
assay / entry	55	56	57	58	59	60
PglD inh	-2	4	-3	-10	-8	1
Statin myotox sup	6	-3	-12	-8	10	0

61: CCOC(=O)c1ccccc1NC(=O)Cn1cnc2c(cnn2-c2ccc(F)cc2)c1=O
62: O=C(CSc1n[nH]c(-c2ccccc2)n1)Nc1ncc(Br)cc1Br
63: CC(C(=O)Nc1cccnc1)N1C(=O)C2C3C=CC(C3)C2C1=O (stereo unspecified)
64: CCOC(=O)c1c(NC(=O)c2ccoc2C)sc2c1CCC2
65: COc1cc(Br)c(C(C)NC(=O)c2ccc(C)cc2)cc1OC (stereo unspecified)
66: C#CCOCCOCCOCCNc1nc(N2CCN(C(=O)CCCCCCCCCCNC(=O)[C@H](CCCCN)n3cc(C[C@@H](C)CC)nn3)CC2)nc(N2CCN(C(=O)CCCCCCCCCCNC(=O)[C@@H]([C@H](C)O)n3cc(C)nn3)CC2)n1
assay / entry	61	62	63	64	65	66
PglD inh	-1	-3	-1	-1	6	0
Statin myotox sup	-5	-17	3	-19	-10	-151

67: CC(=O)C1C(c2ccc(C)cc2)c2c(n[nH]c2C)CC1(C)O (stereo unspecified)
68: O=C(O)CCN1C(=O)/C(=C\c2ccc(-c3nc4ccccc4s3)o2)SC1=S
69: CCc1cccc(C)c1NC(=O)C1C2CCC(O2)C1C(=O)O (stereo unspecified)
70: COc1ccc(NC(=O)c2cc(S(=O)(=O)N3CCCCC3)ccc2N2CCCCC2)cn1
71: COCCNC(=O)c1ccc(CS(=O)(=O)c2ccc(Cl)cc2)o1
72: CCOC(=O)c1nn(-c2ccccc2C)c(=O)c(C#N)c1C
assay / entry	67	68	69	70	71	72
PglD inh	-5	-8	-1	-1	3	0
Statin myotox sup	12	34	25	17	5	13

# Among those listed so far, these have a nitro group on carbon.
17: Cc1ccc(C(=O)c2ccc([N+](=O)[O-])cc2)cc1
31: Cc1cc(C(=O)NCC(=O)OCC(=O)N2CCCCCC2)ccc1[N+](=O)[O-]
assay / entry	17	31
PglD inh	4	-1
Statin myotox sup	-3	0

# Going on with the list.
73: Cc1ccc(NC(=O)CCC(=O)NNS(=O)(=O)c2ccccc2)c(C)c1
74: Cc1ccc([N+](=O)[O-])cc1N=C(c1cccc(Br)c1)N1CCOCC1
75: CCOC(=O)CSc1nnc(CNC(=O)c2cccs2)n1Cc1ccccc1
76: N#CCC1c2ccccc2CCN1C(=O)Nc1cccc(C(F)(F)F)c1 (stereo unspecified)
77: CCOC(=O)c1c(C)nc2c(c1-c1ccccc1)C(=O)c1ccccc1-2
78: O=C(COC(=O)c1ccc(S(=O)(=O)Nc2ccccc2)cc1)NCCN1C(=O)CSC1=O
assay / entry	73	74	75	76	77	78
PglD inh	-4	0	1	-3	-1	4
Statin myotox sup	-10	2	-11	6	-5	-5

79: CN(C)c1ccc(-c2nn3c(C4CCCCC4)nnc3s2)cc1
80: COc1ccc(C2C(C(=O)OC(C)C)=C(C)N=c3s/c(=C\c4cccs4)c(=O)n32)cc1 (stereo unspecified)
81: Cc1c(Br)c([N+](=O)[O-])nn1C(C)C(=O)NCc1ccco1 (stereo unspecified)
82: Cc1cc(C)c2[nH]c(=O)c(C(c3nnnn3Cc3ccc4c(c3)OCO4)N3CCC(C)CC3)cc2c1 (stereo unspecified)
83: CS(=O)(=O)N1CC(C(=O)NC2CCCC2)Oc2ccc(Cl)cc21 (stereo unspecified)
84: COc1ccc(-c2nc3ccccc3o2)cc1NC(=O)c1ccc(Br)o1
assay / entry	79	80	81	82	83	84
PglD inh	-4	-4	2	6	2	-6
Statin myotox sup	-20	-11	1	4	-7	-50

85: O=C1CCC(C(=O)NC2(C(=O)NC3CCCCC3)CCCCC2)N1 (stereo unspecified)
86: CCCn1c(=O)c(C(=O)Nc2ccccc2)c(O)c2ccccc21
87: CCCOc1c(Cl)cc(/C=N/O)cc1OCC
88: COC(=O)c1ccccc1NC1=C/C(=N\S(=O)(=O)c2ccc(C(=O)O)cc2)c2ccccc2C1=O
89: COc1ccc(OC)c(NC(=O)CSc2nc3ccccc3c(=O)n2CCNC(C)=O)c1
90: COc1cc2c3c(c1)c(C1=NC(=S)NC1=O)c(O)n3C(C)(C)C=C2C
91: O=c1oc2ccccc2n1CSC1=NCCS1
assay / entry	85	86	87	88	89	90	91
PglD inh	-2	6	0	1	0	-7	-7
Statin myotox sup	-3	2	7	-278	2	-7	13

# Compounds from the list above that contain a furan ring, fused or not, in the order listed:
5: CCn1c(=O)n(Cc2ccco2)c(=N)c2c3c(sc21)COC(C)(C)C3
11: C=CCn1c(SCC(=O)N2CCN(C(=O)c3ccco3)CC2)nc2sc(CC)cc2c1=O
27: O=C1CC(c2ccco2)CC(O)=C1C=Nc1cc(Cl)ccc1O (stereo unspecified)
35: O=C(Nc1ccccc1)Nc1ccccc1C(=O)NCc1ccco1
36: CCOc1ccc(N(CC(=O)Nc2ccccc2C(=O)NCc2ccco2)S(C)(=O)=O)cc1
38: COc1ccc(C(=O)Nc2ccccc2C(=O)N(Cc2ccco2)C(C(N)=O)C(C)C)cc1 (stereo unspecified)
46: Cc1ccc(-c2csc(NC(=S)NC(=O)/C=C/c3ccco3)n2)cc1
53: O=C(NCc1ccco1)c1ccc(COCC(F)(F)F)cc1
assay / entry	5	11	27	35	36	38	46	53
PglD inh	-2	0	6	-5	-2	4	-2	-1
Statin myotox sup	9	4	17	21	4	-44	-42	6

64: CCOC(=O)c1c(NC(=O)c2ccoc2C)sc2c1CCC2
68: O=C(O)CCN1C(=O)/C(=C\c2ccc(-c3nc4ccccc4s3)o2)SC1=S
71: COCCNC(=O)c1ccc(CS(=O)(=O)c2ccc(Cl)cc2)o1
81: Cc1c(Br)c([N+](=O)[O-])nn1C(C)C(=O)NCc1ccco1 (stereo unspecified)
84: COc1ccc(-c2nc3ccccc3o2)cc1NC(=O)c1ccc(Br)o1
assay / entry	64	68	71	81	84
PglD inh	-1	-8	3	2	-6
Statin myotox sup	-19	34	5	1	-50

# Bioassay records: PubChem, Broad Institute

# An excerpt; rates above refer to the full screens.
